PTPN22 act: increases human PTPN22 phosphatase activity; Q9Y2R2; recombinant LYP, DiFMUP fluorescence; 0 = plate median, 100 = signal doubled; activation, % at 2 µM; 0.11% of 96,000 active; AID 697;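 active = activation at 2 µM above a set limit, the mean plus 5 SD, cut at about 37% in these data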
CYP2C9 act: increases human cytochrome P450 2C9 activity | P11712 | recombinant CYP2C9, luciferin-H conversion, luminescence; stronger effect = higher value; factor 1 = untreated enzyme, 0 = blocked | activation factor at 5 µM | 1.4% of 96,000 active | AID 1024;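 active = activation factor of 2 or more for CYP2C9 at a 5 µM dose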;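 also: 0 = sulfaphenazole-blocked wells and 1 = vehicle-only wells; values of inactives mirror those of a sister screen read the other way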
Target sequence (P11712 whole entry, looked up): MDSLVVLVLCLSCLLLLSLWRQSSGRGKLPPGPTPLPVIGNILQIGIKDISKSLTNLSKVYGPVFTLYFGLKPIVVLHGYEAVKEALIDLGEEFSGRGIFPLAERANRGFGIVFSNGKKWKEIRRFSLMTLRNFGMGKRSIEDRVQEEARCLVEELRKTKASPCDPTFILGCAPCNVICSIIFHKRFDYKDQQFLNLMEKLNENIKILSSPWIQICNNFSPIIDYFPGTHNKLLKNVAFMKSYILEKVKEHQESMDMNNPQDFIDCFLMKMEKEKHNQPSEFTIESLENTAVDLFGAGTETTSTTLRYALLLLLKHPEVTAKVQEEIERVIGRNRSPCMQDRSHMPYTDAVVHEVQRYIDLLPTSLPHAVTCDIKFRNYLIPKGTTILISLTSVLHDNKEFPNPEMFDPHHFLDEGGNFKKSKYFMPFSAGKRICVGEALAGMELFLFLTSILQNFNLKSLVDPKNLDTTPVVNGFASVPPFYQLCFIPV
PostGolgi yeast: growth inhibition of a yeast mutant, post-Golgi transport screen; AID 739; 0.9% of 98,000 active; inhibition, % at 10 µM; post-Golgi transport phenotypic cell assay;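 also: yeast cells grown in 1536-well plates; yeast grown about 18 h at 30C before absorbance read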
PostGolgi ctrl: growth of the yeast control strain, post-Golgi counter-screen | efflux-deficient yeast background strain, growth absorbance A615, 16 h | inhibition, % at 10 µM | 5% of 98,000 active
Pyk2 oligo antag: Pyk2 (human) oligomerization antagonism. Q293 cells, Pyk2 FERM NanoBiT luminescence; stronger effect = lower value. z-score (the deposit names both 25 µM and 10 µM). 0.83% of 99,000 active. Q14289. AID 1347419;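 active = Z-score of -3 or lower, scaled per plate to the spread of control and sample wells; inactive = z-score above -3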;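 also: negative z-score means lost luminescence so less FERM oligomerization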
DAT uptake mod: changed human dopamine transporter uptake under cocaine IC80 | Q01959 | LLC-PK1 hDAT cells, [14C]-dopamine uptake with cocaine IC80; actives deviate in either direction | B-score at 10 µM | 1.3% of 110,000 active;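 active = Z score or B-score, a plate-position-corrected score, falls beyond the plate's 99.7% confidence bounds, in either direction; inactive = both scores lie inside the 99.7% bounds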;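 also: scored against the spread of the other compound wells on the same plate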
Target sequence (Q01959 whole entry, looked up): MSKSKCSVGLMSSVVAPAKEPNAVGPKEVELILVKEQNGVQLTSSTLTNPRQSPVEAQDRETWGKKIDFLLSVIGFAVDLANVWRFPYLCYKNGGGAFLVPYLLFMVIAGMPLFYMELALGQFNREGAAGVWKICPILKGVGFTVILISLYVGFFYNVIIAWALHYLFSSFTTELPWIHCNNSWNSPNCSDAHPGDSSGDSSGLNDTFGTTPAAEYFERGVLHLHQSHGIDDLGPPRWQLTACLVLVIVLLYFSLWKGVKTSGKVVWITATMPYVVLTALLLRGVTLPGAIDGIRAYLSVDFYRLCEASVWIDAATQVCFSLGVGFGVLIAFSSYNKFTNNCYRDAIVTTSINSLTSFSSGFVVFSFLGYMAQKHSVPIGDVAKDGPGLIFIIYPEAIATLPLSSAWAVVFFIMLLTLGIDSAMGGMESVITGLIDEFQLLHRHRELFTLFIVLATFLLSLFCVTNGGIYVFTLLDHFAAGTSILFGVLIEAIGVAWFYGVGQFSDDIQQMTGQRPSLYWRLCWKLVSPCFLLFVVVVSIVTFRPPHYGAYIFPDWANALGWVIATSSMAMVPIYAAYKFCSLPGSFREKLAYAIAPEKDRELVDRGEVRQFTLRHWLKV
LYP inh 2: inhibitors of human LYP (PTPN22) phosphatase. inhibition, % at 2 µM. recombinant LYP catalytic domain, DiFMUP fluorescence. 0.21% of 96,000 active. Q9Y2R2;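 active = inhibition at 2 µM at or above a set limit, the screen mean plus 3 SD, cut at about 24% in these data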;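 also: 0% = DMSO with enzyme and 100% = enzyme fully blocked by orthovanadate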
CYP2C9 inhib: blocks human cytochrome P450 2C9; P11712; 20% of 96,000 active; inhibition, % at 5 µM; CYP2C9 Supersomes, luciferin-H conversion, luminescence; AID 777;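 active = blocking of liver enzyme CYP2C9 beyond about 50% at 5 µM, limit read from the data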; also: values of inactives mirror those of a sister screen read the other way
Ecoli WT expand: growth inhibitors of E. coli BW25113 wild type | OD600 absorbance | growth inhibition, % at 100 µM | 0.15% of 98,000 active | AID 710;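 active = growth inhibition above about 50% at one test dose, limit read from the data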;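 also: growth measured after 20 h incubation at 37 °C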
Starred values were filed as active, the others as inactive; . = no result given; & = joins results of further samples. Rule as the data show it, unless noted: active = inhibition above about 30%; inactive = the rest.

Structure	PTPN22 act	CYP2C9 act	PostGolgi yeast	PostGolgi ctrl	Pyk2 oligo antag	DAT uptake mod	LYP inh 2	CYP2C9 inhib	Ecoli WT expand
O=C(Nc1ccc2c(c1)OCCO2)c1ccc(CN2CCOCC2)cc1	7	1	11	6	0.06	0.66	-7	-1	-1
CC(=O)Nc1c(O)nc(SCC(=O)Nc2ccc(C(C)=O)cc2)[nH]c1=O	-2	1.1	4	10	0.66	-0.7	4	-12	4
COc1ccc(OCC(=O)Nc2ccccc2C(=O)N2CCCC2)cc1	-2	0.9	5	8	-0.22	0.9	1	13	-1
Cc1cccc(NC(=O)c2ccccc2NC(=O)C(C)(C)C)n1	8	0.9	-3	0	-0.41	-0.14	-10	12	10
CN(C(=O)CSc1nnc(N)s1)c1c(N)n(Cc2ccccc2)c(=O)[nH]c1=O	-6	1.1	-5	8	0.38	-0.74	8	-12	0
Cn1c(CCN2CCOCC2)nc2cc(NC(=O)COc3ccc(Cl)cc3)ccc21	3	0.8	-1	0	-0.58	0.013	-3	19	2
O=C(O)CC1S/C(=N/N=C/c2ccc(-c3ccc(Cl)cc3[N+](=O)[O-])o2)NC1=O (centres undefined)	-1	1	2	-2	-0.3	0.13	3	-2	3
CN1CCCN(CC(O)COCc2cccs2)CC1 (centres undefined)	-9	1.2	-1	-1	0.65	0.84	11	-18	1
CC1(C)CC(C(CC(=O)O)c2ccccc2)CCO1 (centres undefined)	-4	1	-1	-8	0.09	0.0081	2	4	-5
CCCC1=Nc2cc(C(=O)NCCCOC(C)C)ccc2Sc2ccccc21	8	0.7	7	25	-0.44	-0.46	-5	30	-6
Cc1cc(C)c2c(=O)[nH]n(C3CC(C)N(C)CC3C)c2n1 (centres undefined)	2	1.1	-4	10	-0.24	-0.042	-2	-9	-7
O=C(Nc1cc(N2CCOCC2)ncn1)c1ccccc1	4	0.9	8	12	0.02	0.71	-4	9	5
COC(=O)c1ccc(Cl)c(NC(=O)CN2CCN(C)CC2)c1	11	1.2	-5	-1	0.15	0.55	-12	-23	5
CC1=C(C(=O)OCc2ccccc2)C(c2ccc(C)o2)C2=C(CCCC2=O)N1 (centres undefined)	.	0.3	-4	4	-0.49	3.1	.	70*	-7
COC(=O)c1cc2oc3ccccc3c2n1Cc1ccccn1	-1	0.5	0	21	0.08	0.038	0	51*	-3
COC(=O)C1CC(=O)N(CCc2c[nH]c3ccccc23)C1 (centres undefined)	3	0.7	20	6	0.75	-1.3	-4	34	3
Cn1c(CSc2nnc(SCc3ccccc3)s2)nc2ccccc21	0	0.8	-1	0	-0.13	1.2	-3	19	-21
CCC(=O)N1c2ccccc2NC2=C(C(=O)CCC2)C1c1ccccc1 (centres undefined)	-7	0.9	-4	-4	-0.11	-0.66	10	8	4
Cc1nc(NC(=O)CCCC(=O)Nc2nc(C)c(C)s2)sc1C	-2	0.2	16	8	-0.12	-0.24	-1	81*	-6
COc1cc2c(cc1OC)CN(C(=O)CSc1nc(N)c(C#N)cc1C#N)CC2	-2	0.9	6	12	-0.31	0.073	1	5	-1
CC(=O)n1c(Cl)c(NC(=O)CCl)c2ccccc21	-4	0.9	12	-2	0.8	-1	6	7	3
CC(=O)c1c(C)oc2ccc(O)c(CN3CCOCC3)c12	-8	1	-3	5	-0.35	0.74	4	0	-1
CCC(=O)NCCc1c[nH]c2ccccc12	6	1.1	2	3	0.1	-0.048	-6	-8	11
CCOC(=O)c1c(C)nc(-c2ccccc2)nc1NC(C)=O	12	0.7	17	20	-0.32	0.67	-14	31	2
COC(=O)c1sc(NC(=O)COc2ccc(OC)cc2)nc1C	-2	.	.	.	-0.01	-0.95	2	.	.
CC(=O)Nc1cccc(-c2nnc(-c3ccccc3)o2)c1	-14	1.7	2	-5	-0.72	-8.4*	9	-70	-5
COc1ccccc1C(=O)n1nc(-c2cccnc2)nc1N	.	0.9	10	4	.	-0.16	.	12	2
COc1cc(NC(=O)COc2ccc(-n3cnnn3)cc2)c(OC)cc1Cl	4	1.2	-8	-3	0.96	-0.037	-7	-20	1
CCn1cc([N+](=O)[O-])c(C(=O)Nc2ccc(Br)cn2)n1	-15	0.7	-3	-3	-0.42	0.28	17	28	0
C=CCOC(=O)C(C#N)c1nc2ccccc2nc1N1CCC(C(=O)OCC)CC1 (centres undefined)	.	0.4	-10	3	-1.9	-0.28	.	56*	-4

Remaining list, next part
Structure	PTPN22 act	CYP2C9 act	PostGolgi yeast	PostGolgi ctrl	Pyk2 oligo antag	DAT uptake mod	LYP inh 2	CYP2C9 inhib	Ecoli WT expand
CC(=O)c1c(C)[nH]c(C(=O)OCC(=O)NCCc2ccc(F)cc2)c1C	12	0.6	-2	6	1.3	0.45	-15	39	5
Cc1nnc2n(-c3ccccc3)c(=O)c3c4c(sc3n12)COC(C(C)C)C4 (centres undefined)	3	0.8	1	16	-0.51	2.1	-2	16	-10
Cc1ccccc1S(=O)(=O)Nc1nc2ccccc2nc1N1CCOCC1	8	0.3	3	17	-0.39	-0.28	-10	70*	7
O=C(O)c1nn2c(c1Br)NC(c1ccccc1)CC2C(F)(F)F (centres undefined)	-17	0.9	-4	32*	-0.85	0.78	15	14	0
CCCCCn1c(=N)n(CC(O)COc2ccccc2OC)c2ccccc21 (centres undefined)	0	0.9	0	5	.	2.5&0.72	-2	11	16
CCCCN(CC)CCCNC(=O)C1c2ccccc2C(=O)N(C)C1c1cn(C)c2ccccc12 (centres undefined)	4	0.8	-5	8	-0.49	0.35	-1	24	-4
CCCN(c1ccc(C(C)C)cc1)S(=O)(=O)c1c(C)noc1C	6	0.2	23	-7	-0.78	-0.48	-10	82*	-3
CCOC(=O)N1CCN(c2c(F)cc3[nH]c(=S)[nH]c3c2Br)CC1	7	0.3	1	33*	-0.82	0.075	-8	70*	3
CCc1nnc(NC(=O)C2CCN(C(=O)NC3CCCCC3)CC2)s1	-7	0.9	3	-2	-0.19	.	5	15	2
CC(C)NS(=O)(=O)c1ccc(CCC(=O)O)cc1	5	1.1	20	4	-0.52	-0.65	-2	-9	4
N#Cc1c(-c2ccccc2)ccn(Cc2cccc(Cl)c2)c1=O	5	0.5	-8	24	-2.3	-1.7	-4	51*	20
CC(C(=O)NC1=NCCS1)N1C(=O)C2CC=CCC2C1=O (centres undefined)	2	1	2	8	-0.23	-0.65	-3	2	5
CSc1nnc(CNC(=O)c2ccccc2)n1-c1ccc(F)cc1	.	1	-3	7	.	-0.17	.	-3	8
O=C1CCCc2ccccc2N1Cc1cccc(Cl)c1	1	0.3	16	27	-0.63	0.2	2	72*	9
Cc1nc(C(=O)Nc2ccc(Cl)cc2Cl)nn1-c1cc(OC(C)C)c(Cl)cc1Cl	-4	0.4	-2	20	2	0.79	7	58*	-5
O=C(Nc1ccc(N2CCCCC2)cc1)c1cccnc1Cl	-6	1	15	3	0.49	1.4	6	-2	5
CN1CCN(C(c2ccc(F)cc2)c2nnnn2Cc2cccs2)CC1 (centres undefined)	.	1.1	2	5	-0.22	1.2	.	-8	-5
O=C(CSCc1cccc(Cl)c1)N1CCN(Cc2ccc3c(c2)OCO3)CC1	6	0.8	48*	28	0.21	1.5	-4	16	-1
C=CCOC(=O)C1=C(C)NC(=S)NC1/C=C/c1ccccc1 (centres undefined)	-11	0.4	-1	19	-0.01	-0.87	14	65*	-1
Cc1cc(-n2c(SCCC#N)nnc2-c2cccnc2)ccc1Cl	.	1.2	-1	1	-0.53	-0.16	.	-17	-8
Cc1ccc(OCCNS(=O)(=O)c2ccc(N3CCCC3=O)cc2)cc1	-3	.	.	.	2.4	-0.42	3	.	.
COCCn1nnnc1C(c1ccccc1OC)N1CCN(c2ccccc2F)CC1 (centres undefined)	-2	0.9	-6	3	-2.8	-0.65	5	6	-3
Cc1nc2ccccc2c(=O)n1CCCO	12	0.9	-19	23	-0.43	-0.0035	-15	7	-2
CC1CC(C)CN(c2nc3c(c(=O)n(C)c(=O)n3C)n2C)C1 (centres undefined)	4	1	-2	-3	0.08	0.15	-8	-1	2
CC(=O)c1coc2ccc(OCCN3CCCCC3)cc12	-1	1.1	6	3	0.25	-0.28	2	-8	3
Cc1cc(=O)[nH]c(SCC2COC3(CCCCC3)O2)n1 (centres undefined)	-1	1.1	-1	1	-0.6	0.48	0	-5	8
COC(=O)c1ccc(NC(=O)CN(c2ccc(C)cc2)S(=O)(=O)c2c(C)n[nH]c2C)cc1	1	0.1	-2	6	-2.9	-0.4	0	91*	2
CCN(CC(=O)Nc1ccc(OC)c(OC)c1)S(=O)(=O)c1ccc(C)cc1	-2	0.9	10	6	-2	-0.66	2	12	-5
Cc1ccc(C2CC(c3ccco3)n3nc(N)nc3N2)cc1 (centres undefined)	-6	1	16	3	.	0.068	6	0	12
COc1ccc(CCn2c(N)c(S(=O)(=O)c3cccs3)c3nc4ccccc4nc32)cc1OC	-6	.	-15	10	0.46	-0.44	4	.	-7

The list goes on.
Structure	PTPN22 act	CYP2C9 act	PostGolgi yeast	PostGolgi ctrl	Pyk2 oligo antag	DAT uptake mod	LYP inh 2	CYP2C9 inhib	Ecoli WT expand
COc1cc(CNC(C)(C)CO)ccc1OCC(=O)Nc1ccc(Br)cc1	1	0.9	8	13	1.4	0.061	1	7	7
O=C(CNS(=O)(=O)c1ccccc1)N1CCN(c2ccccc2)CC1	-18	1.1	0	34*	0.16	-0.054	18	-9	8
Cc1ccc(C(=O)CNc2nc3c(c(=O)[nH]c(=O)n3C)n2Cc2ccccc2)cc1	-11	0.2	4	6	-0.79	-0.81	10	79*	-10
Cc1cc(C)nc(NC(=O)C(C)N2C(=O)c3ccccc3C2=O)n1 (centres undefined)	-6	1.2	-1	0	0.17	-0.13	7	-16	-4
CCCC(=O)NCCCCNC(=O)CCC	-5	0.8	-1	30	-1.3	-0.57	5	25	-6
Cc1ccc(CCNC(=O)C2CCN(c3nn4c(=O)cc(C)nc4s3)CC2)cc1	.	0.7	-1	15	-0.37	0.67	.	28	-2
Cc1cccc(NC(=O)CN2C(=O)NC(C)(c3ccc4c(c3)OCO4)C2=O)c1 (centres undefined)	4	0.3	26	-4	-0.66	0.12	-5	67*	-3
COc1ccc(C(=O)c2ccc(OC)c(OC)c2)cc1OC	7	0.7	-7	3	-0.79	0.58	-9	34	2
O=C1N(CCCCN2C(=O)C3(OCCO3)c3ccccc32)c2ccccc2C12OCCO2	4	1.2	0	2	0.05	0.96	-5	-25	-12
CCOC(=O)c1c(C)[nH]c(C)c1C(=O)Cn1nnc(-c2ccccc2C)n1	2	.	-3	26	-1.8	1.1	-4	.	-18
O=C(NC1CCCCC1)N1CCC(n2cnc3ccccc32)CC1	-1	1.2	-16	27	0.96	-0.44	0	-17	1
Cc1nnc(SCCn2c(N3CCCCC3)nc3c2c(=O)n(C)c(=O)n3C)s1	-6	.	.	.	0.35	-0.57	6	.	.
C/C(N)=C(\C#N)C(=O)NCCc1ccccn1	0	1.1	-3	19	0.6	0.028	4	-7	-2
O=C(Nc1nc2ccccc2[nH]1)C1CCCO1 (centres undefined)	.	0.8	2	-2	-0.09	-0.98	.	19	5
O=C(Cc1ccc(F)cc1)NCCc1ccccc1	16	0.5	10	7	-0.04	0.11	-16	50*	0
COCc1cc(C)nc2sc(C(=O)OC(C)C)c(N)c12	7	0.3	4	-4	-0.68	-0.2	-5	72*	7

Just PTPN22 act, CYP2C9 inhib and Ecoli WT expand, for some of the entries so far:
structure	PTPN22 act	CYP2C9 inhib	Ecoli WT expand
COCc1cc(C)nc2sc(C(=O)OC(C)C)c(N)c12	7	72*	7
Cc1cc(C)nc(NC(=O)C(C)N2C(=O)c3ccccc3C2=O)n1 (centres undefined)	-6	-16	-4

Part of the list above, field by field:
O=C1N(CCCCN2C(=O)C3(OCCO3)c3ccccc32)c2ccccc2C12OCCO2
  PTPN22 act = 4
  CYP2C9 act = 1.2
  PostGolgi yeast = 0
  PostGolgi ctrl = 2
  Pyk2 oligo antag = 0.05
  DAT uptake mod = 0.96
  LYP inh 2 = -5
  CYP2C9 inhib = -25
  Ecoli WT expand = -12

O=C(Nc1nc2ccccc2[nH]1)C1CCCO1 (centres undefined)
  PTPN22 act = .
  CYP2C9 act = 0.8
  PostGolgi yeast = 2
  PostGolgi ctrl = -2
  Pyk2 oligo antag = -0.09
  DAT uptake mod = -0.98
  LYP inh 2 = .
  CYP2C9 inhib = 19
  Ecoli WT expand = 5
